C2C12 statin = suppressors of statin myotoxicity in C2C12 myotubes, primary screen, cell-based, single point, plate reader | C2C12 myotubes + simvastatin, ATP luminescence, 48 h; scaled: DMSO 0, geranylgeraniol control 100 | actives 0.78% (n = 330,000) | rescue of ATP level, % at 7.49 µM | AID 602340, 2012;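 active means mean ATP rescue above about 67%, or every replicate alone reaching that limit, limit read from the data, passing the limit was not always enough; inconclusive means no clear call, values can overlap the other calls; inactive means mean under the limit and some replicate under it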;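 further: myotubes were challenged with 10 µM simvastatin during compound exposure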
miR122 inh = miR-122 Renilla sensor signal increase in Huh7, primary screen, miR-122 inhibitor project, cell-based, single point, plate reader. actives 0.3% (n = 340,000). Huh7 miR-122 Renilla luciferase sensor, 48 h; neutral wells = 0, positive control = 100. AID 602342, 2012. activation (reporter increase), % at 12.5 µM;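 active means mean replicate activation score at least 90 and every replicate individually at or above 90; inconclusive means only one of the two criteria met; inactive means neither criterion met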;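 further: higher luciferase means less miR-122 activity so hits act as miR-122 inhibitors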
ARNT TACC3 PPI = disruptors of ARNT/TACC3 protein interaction, primary screen, biochemical, AlphaScreen, single concentration. AlphaScreen His-ARNT PAS-B/GST-TACC3 binding, luminescence; TACC3 fragment carries E629A point mutation. AID 623870, 2012. actives 0.66% (n = 390,000). Transforming acidic coiled-coil-containing protein 3 (Homo sapiens), Q9Y6A5. inhibition, % at 9.99 µM;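 active means mean inhibition of replicates at least 50% and at least half of replicates each reaching 50%; inconclusive means half or more replicates reach 50% but mean below 50%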;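 further: 0% = complete ARNT plus TACC3 wells and 100% = ARNT alone without TACC3; many hits fall short of the cut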
ERp5 block = inhibitors of ERp5-driven insulin aggregation, primary screen, biochemical, turbidity, absorbance 650 nm, single point; 90 min; actives 0.05% (n = 350,000); Protein disulfide-isomerase A6 (Homo sapiens), Q15084; inhibition, % at 9.99 µM;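 active means mean replicate inhibition above about 25%, with every replicate also reaching it, limit read from the data, passing the limit was not always enough; inconclusive means only one of those two criteria met; inactive means neither criterion met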
Target sequence (Q15084 whole entry, looked up): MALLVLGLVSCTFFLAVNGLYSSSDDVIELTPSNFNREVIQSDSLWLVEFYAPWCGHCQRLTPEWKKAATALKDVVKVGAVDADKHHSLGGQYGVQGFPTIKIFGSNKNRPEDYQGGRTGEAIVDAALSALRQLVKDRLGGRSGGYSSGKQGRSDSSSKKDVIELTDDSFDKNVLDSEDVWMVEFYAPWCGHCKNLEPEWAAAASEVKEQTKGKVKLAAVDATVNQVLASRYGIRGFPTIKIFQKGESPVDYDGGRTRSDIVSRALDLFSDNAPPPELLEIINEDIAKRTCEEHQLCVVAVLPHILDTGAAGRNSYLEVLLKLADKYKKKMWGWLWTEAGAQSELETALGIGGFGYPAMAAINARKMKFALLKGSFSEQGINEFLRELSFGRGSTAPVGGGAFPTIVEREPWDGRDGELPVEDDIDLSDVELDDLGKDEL
esBAF inh = Bmi1 luciferase reporter increase in mESCs, primary screen, esBAF inhibitor project, mouse ES cells, Bmi1 luciferase knock-in, single point; 24 h; 100% = twice the neutral-well signal; reporter increase, % at 12.5 µM; actives 2% (n = 350,000); AID 602393, 2012; in the data active means activation above about 40%; inconclusive means no clear call, values can overlap the other calls;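 further: 0% = median of the plate's neutral control wells and 100% = double that signal; a rise in the Bmi1 reporter signal indicates esBAF inhibition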
Cneo AK release = Cryptococcus neoformans cell lysis inducers, primary screen, AK release luminescence, single concentration; C. neoformans lysis, adenylate kinase release luminescence, 4 h; normalised: neutral wells 0, clomiphene wells 100; lysis activity, % at 15 µM; actives 0.2% (n = 360,000); AID 651654, 2012;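 active means mean lysis activity across replicates of at least 80%, whatever share of replicates individually reach that level; inactive means mean lysis activity below 80%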
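Material: C. neoformans cells; Schedule: 4 h static compound exposure, 37 °C, read 1 h post-reagent; Measured by: adenylate kinase release luminescence; Read-out: signal increase indicating cell lysis; Controls: Clomiphene as positive lysis control.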
SIRT5 block = SIRT5 desuccinylase inhibitors, primary screen, biochemical, fluorescence imaging, single point, set 5. inhibition, % at 15 µM. actives 1.1% (n = 330,000). Purified SirT5, succinyl-peptide AMC, trypsin-coupled fluorescence. AID 652115, 2013. NAD-dependent protein deacylase sirtuin-5, mitochondrial (Homo sapiens), Q9NXA8; in the data active means inhibition above about 15%; inconclusive means no clear call, values can overlap the other calls
Target sequence (Q9NXA8 whole entry, looked up): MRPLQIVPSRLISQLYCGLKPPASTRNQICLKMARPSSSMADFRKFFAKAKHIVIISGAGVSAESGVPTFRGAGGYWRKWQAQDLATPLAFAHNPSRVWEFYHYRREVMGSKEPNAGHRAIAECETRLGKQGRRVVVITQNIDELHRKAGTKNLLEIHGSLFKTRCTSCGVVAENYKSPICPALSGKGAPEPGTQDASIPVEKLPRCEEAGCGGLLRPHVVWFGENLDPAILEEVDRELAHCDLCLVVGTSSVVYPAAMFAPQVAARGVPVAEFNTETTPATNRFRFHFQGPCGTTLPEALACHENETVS
Starred values were filed as active, the others as inactive; u = inconclusive; x = no result given; & = joins results of further samples; [ ] = dose if it differs, or a comment.

Each structure is followed by: C2C12 statin | SIRT5 block | ERp5 block | esBAF inh | ARNT TACC3 PPI | miR122 inh | Cneo AK release
1. O=C(CCS(=O)(=O)c1ccccc1)Nc1nnc(-c2ccco2)o1
    31.0 | 1.1 | 2.0 | -2.1 | 19.1 | -3.5 | -0.6
2. COC(=O)c1cc(C(=O)NCC2CCCCC2)cc([N+](=O)[O-])c1
    -42.8 | -0.8 | 2.3 | -4.1 | 0.1 | -3.4 | -1.8
3. C[C@H]1CN([C@@H](C)CO)C(=O)c2cc(NS(C)(=O)=O)ccc2O[C@H]1CN(C)S(=O)(=O)c1cccs1
    11.7 | -6.2 | -2.9 | 2.9 | 0.8 | -4.4[16.7 µM] | -1.4
4. CCC(=O)N(C)C[C@@H]1Oc2ncc(C3=CCCC3)cc2C(=O)N([C@H](C)CO)C[C@H]1C
    -4.7 | -4.1 | -1.6 | 2.4 | -2.5 | 1.9[16.7 µM] | -0.3
5. CCOC(=O)[C@H]1[C@H]2COc3cc(OC)ccc3[C@@H]2N2C(=O)CN(Cc3ccccc3)C(=O)[C@@]12C
    -3.0 | 0.2 | 2.1 | -2.5 | -2.7 | -2.3 | 0.4
6. CC1Oc2ccccc2N(CC(=O)NCc2cccs2)C1=O (stereo not drawn)
    -0.1 | x | x | 13.4 | 1.4 | -1.6 | -0.1
7. CNC[C@H]1Oc2c(NS(=O)(=O)c3ccc(OC)cc3)cccc2C(=O)N([C@H](C)CO)C[C@H]1C
    -7.7&-6.7 | 6.2&-3.9 | 0.8&-3.0 | -7.6&-2.9 | 10.6&0.9 | -1.9[16.7 µM] | -2.0&-1.0
8. C[C@H](CO)N1C[C@H](C)[C@H](CN(C)C(=O)Nc2ccc(C(F)(F)F)cc2)Oc2ccc(NC(=O)C3CCCCC3)cc2C1=O
    -68.7 | 10.0 | 6.6 | 12.1 | -7.1 | -5.8[16.7 µM] | 43.5
9. CC(=O)N(C)C[C@@H]1Oc2ncc(-c3ccccc3C)cc2C(=O)N([C@H](C)CO)C[C@@H]1C
    7.2 | 5.0 | 0.5 | 3.5 | -7.7 | 16.6[16.7 µM] | 2.2
10. C[C@H]1CN([C@@H](C)CO)C(=O)c2cccc(NC(=O)Nc3cccc4ccccc34)c2O[C@H]1CN(C)S(=O)(=O)c1ccccc1
    -0.7 | 2.4 | -2.4 | 6.8 | -14.3 | -4.2[16.7 µM] | -4.6
11. CC(=Nc1ccccc1C)C1=C(O)CSC1=O
    19.1 | -9.7 | 1.7 | -5.8 | 0.5 | x | -1.3
12. CN(C)CCNC(=O)c1cc2c(s1)-c1ccc(Cl)cc1SC2
    10.2 | -10.3 | 3.2 | -0.5 | 8.9 | x | 0.4
13. COc1ccc(C2(C(=O)NC3CCCCC3)CCOCC2)cc1OC
    -12.0 | x | x | -6.9 | -0.6 | 4.5 | -0.1
14. O=C(NC1CCCCC1)N[C@H]1C=C[C@H](CC(=O)N2CCOCC2)O[C@@H]1CO
    -0.9 | 2.0 | 2.9 | -2.4 | 3.8 | x | 0.2
15. Cc1cc2c(cc1S(=O)(=O)N(C)c1ccccc1)n(C)c(=O)n2C
    -20.6 | -0.3 | 2.2 | -2.0 | -7.4 | 5.4 | -1.2
16. O=C(OCCN=C1NS(=O)(=O)c2ccccc21)c1cccc([N+](=O)[O-])c1
    11.7 | -3.1 | -1.7 | -2.3 | 4.0 | x | 0.0
17. Cc1noc(C)c1CSCC(=O)Nc1ccccc1N1CCCC1
    5.7 | 16.4* | -1.6 | -3.0 | 1.5 | -3.1 | -5.3
18. CCCNC(=O)[C@H]1[C@H](CO)[C@H]2Cn3c(ccc(-c4ccc(F)cc4)c3=O)[C@@H]1N2C(=O)NC(C)C
    18.3 | -20.6 | 0.8 | -4.6 | x | x | 1.0
19. C=CCn1c(SCC(=O)Nc2sccc2C(N)=O)nc2sc(CC)cc2c1=O
    -51.0 | x | x | -21.6 | -18.4 | -10.4 | 0.0
20. COc1ccc(OCc2nnc(NC(=O)Nc3ccc(F)cc3)s2)cc1
    12.6 | x | x | -5.6 | x | -4.8 | -1.0
21. COC(=O)c1sc2cc([N+](=O)[O-])cc(SCC(C)C)c2c1N
    x | 1.7 | 1.7 | x | -2.5 | x | x
22. CC[C@@H]1C(c2cccc(Cl)c2)=NN(c2ccc(Br)cc2)[C@H]1C(=O)N1CCOC1=O
    9.7 | x | x | 1.4 | -51.3 | x | -1.6
23. Cc1ccccc1C(=O)NNC(=O)CSc1nc(-c2ccccc2)cc(=O)[nH]1
    0.9 | -6.0 | 4.7 | 14.1 | -3.2 | -3.3 | x
24. Cc1cccc(NC(=O)c2n[nH]c([N+](=O)[O-])c2Br)c1C
    -4.9 | -1.5 | u | 12.8 | -3.7 | 2.0 | -2.0
25. O=C(COc1cccc2c1CCN(Cc1ccc(Br)cc1)C2=O)NCc1ccco1
    x | 7.3 | 3.7 | x | -3.8 | x | x
26. CCn1c(C)nc2cc(S(=O)(=O)N3CCCC3)ccc21
    3.6 | x | x | 1.1 | -1.9 | -9.8 | -1.3
27. Cc1ccc(C(=O)NCC(=O)Nc2ccc(Cl)cc2)s1
    -3.8 | -0.8 | 0.2 | -5.8 | -3.1 | 12.0 | -1.0
28. CCCC#Cc1ccc([C@@H]2[C@@H](CO)N3CCCCN(Cc4cccnc4)C[C@@H]23)cc1
    15.4 | 7.8 | 5.4 | 4.0 | 6.2 | -1.1[16.7 µM] | -1.5
29. COc1cccc(S(=O)(=O)Nc2ccc3c(c2)[C@H]2C[C@@H](CC(=O)NCCc4ccccc4)O[C@@H](CO)[C@H]2O3)c1
    -3.2 | -3.0 | 4.6 | 5.3 | 0.2 | 0.4[16.7 µM] | -1.4
30. CN(NC(=O)/C=C/C(=O)O)c1ncc(C(F)(F)F)cc1Cl
    -7.8 | -3.6 | 4.6 | -0.1 | x | 35.8 | 2.0
31. O=C(CN(Cc1ccc(F)cc1)C(=O)c1csnn1)NC1CCCC1
    -27.2 | 0.8 | -1.2 | 4.8 | -3.4 | 0.2 | -1.3
32. Cc1ccc(Cc2nnc(SCC(=O)Nc3ccc(C)cc3C)[nH]c2=O)cc1
    19.6 | -1.4 | -1.3 | x | -14.0 | -3.6 | -1.3
33. CC(NC(=O)c1ccco1)C(c1cccs1)N1CCOCC1 (stereo not drawn)
    4.5 | 8.0 | 6.2 | 4.1 | 2.1 | 1.0 | 1.5
34. COc1ccc(C2CC(c3ccccc3O)=NN2c2ccccc2)cc1 (stereo not drawn)
    x | -4.4 | 0.8 | x | 2.1 | x | x
35. O=C(NCC(c1ccco1)N1CCCCC1)c1ccc(S(=O)(=O)Nc2ccccc2Cl)cc1 (stereo not drawn)
    1.5 | 2.3 | -4.6 | 1.5 | 0.5 | -0.1 | 1.1
36. CC(C)CC#Cc1ccc2c(c1)O[C@@H](CN(C)Cc1ccccc1F)[C@H](C)CN([C@@H](C)CO)S2(=O)=O
    -159.4 | 0.7 | -1.7 | -1.0 | 3.4 | 3.1[16.7 µM] | 4.1

In the list so far, four have two or more sulfur atoms.
Each structure is followed by: C2C12 statin | SIRT5 block | ERp5 block | esBAF inh | ARNT TACC3 PPI | miR122 inh | Cneo AK release
3. C[C@H]1CN([C@@H](C)CO)C(=O)c2cc(NS(C)(=O)=O)ccc2O[C@H]1CN(C)S(=O)(=O)c1cccs1
    11.7 | -6.2 | -2.9 | 2.9 | 0.8 | -4.4[16.7 µM] | -1.4
12. CN(C)CCNC(=O)c1cc2c(s1)-c1ccc(Cl)cc1SC2
    10.2 | -10.3 | 3.2 | -0.5 | 8.9 | x | 0.4
19. C=CCn1c(SCC(=O)Nc2sccc2C(N)=O)nc2sc(CC)cc2c1=O
    -51.0 | x | x | -21.6 | -18.4 | -10.4 | 0.0
21. COC(=O)c1sc2cc([N+](=O)[O-])cc(SCC(C)C)c2c1N
    x | 1.7 | 1.7 | x | -2.5 | x | x

From PubChem
